# NPY Y2 blocker – antagonists of human neuropeptide Y receptor Y2. NPY-Y2 expressing cells, antagonist mode. inhibition, % at 2.7 µM. 140,000 compounds, 0.99% hits; in the data active = inhibition above about 17%;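 also: 0% = vehicle with agonist challenge and 100% = reference antagonist with challenge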
# Target sequence (P49146 whole entry, looked up): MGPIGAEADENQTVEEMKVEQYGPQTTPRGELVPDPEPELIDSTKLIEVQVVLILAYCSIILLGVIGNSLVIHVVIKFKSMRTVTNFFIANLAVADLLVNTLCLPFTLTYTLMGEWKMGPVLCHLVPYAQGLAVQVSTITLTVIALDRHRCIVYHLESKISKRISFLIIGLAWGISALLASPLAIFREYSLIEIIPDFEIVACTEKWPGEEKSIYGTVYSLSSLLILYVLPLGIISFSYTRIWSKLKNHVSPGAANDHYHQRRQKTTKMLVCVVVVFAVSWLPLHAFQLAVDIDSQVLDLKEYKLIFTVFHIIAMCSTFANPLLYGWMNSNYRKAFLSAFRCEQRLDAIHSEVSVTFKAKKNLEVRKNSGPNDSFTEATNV
# Measles CPE – protection of cells from measles virus; Measles virus-infected cells, CPE protection, absorbance; protection (pct of control), % at 4 µM; 140,000 compounds, 1.5% hits; AID 841; in the data active = protection mostly above about 24%, no sharp cut-off; inactive = mostly below about 26%; also: some compounds called inactive have numbers as strong as hits
# MRP1 act – activators of MRP-1; 140,000 compounds, 0.61% hits; H69AR cells + doxorubicin, viability rescue, CellTiter-Glo; viability increase, % at 10 µM;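 active = viability gain under doxorubicin at or above a set limit, the compound median plus 3 SD, cut at about 4.7% in these data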;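 also: MRP-1 overexpressing cells given doxorubicin 25 µM after compound pretreatment; 18-22 h compound pretreatment then 72 h with doxorubicin before readout; 0% = doxorubicin-only wells and 100% = vehicle-treated cells without doxorubicin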
# HCT116 PTEN-null – suppresses growth of cells with PTEN deletion | HCT116 PTEN-null viability, CellTiter-Glo, 60 h; active compounds read low | viability, % at 10 µM | 140,000 compounds, 1.2% hits | AID 827;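 active = viability at or below a set limit, 4 SD under the median of all tested compounds, cut at about 3.7% in these data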;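 also: PTEN knockout HCT116 line with beta catenin targeted HCT116 as companion control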
# Yeast lifespan up – extends the lifespan of yeast | 130,000 compounds, 0.68% hits | S. cerevisiae growth with nicotinamide, OD615; deaD strain in restrictive glucose medium | AID 775 | inhibition of the nicotinamide effect, % at 10 µM;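 active = inhibition above a set limit, placed 3 SD over the median of all compounds, cut at about 26% in these data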;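 also: 0% = nicotinamide-treated wells and 100% = cells grown without nicotinamide; some compounds called inactive have numbers as strong as hits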
#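 Buffer or medium: CSMM-D glucose medium, restrictive; test system: modified budding yeast, DeaD strain; compound: single dose 10 µM compound, 0.25% DMSO; schedule: culture preincubation 4 h, compound exposure 48 h, both 30 °C; detection: optical density (absorbance) at 615 nm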
# bCat KO growth – beta-catenin-lacking colon tumor cell growth suppression; HCT116 beta-catenin knockout viability, CellTiter-Glo, 60 h; active compounds read low; viability, % at 10 µM; 140,000 compounds, 1.5% hits;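 active = viability at or under a set limit, the compound median less 4 SD, cut at about 6% in these data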;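 also: 0% = Hyamine 1622 control at 20 µM and 100% = untreated cell control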
# Phagocytosis inh – inhibitors of macrophage phagocytosis | J774A.1 macrophage IgG-bead phagocytosis, imaging | inhibition, % at 5 µM | 110,000 compounds, 0.07% hits;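 active = inhibition above the mean of the plate negative controls plus 5 SD, cut at about 13% in these data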;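 also: phagocytic index as fraction of beads internalized from green versus red external bead signal; plate controls were DMSO negative control for no effect and cytochalasin-D positive control for full effect; some results beyond the cut were filed as inactive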
# Yeast growth inh – reduces growth of yeast BB579 in restrictive medium; S. cerevisiae BB579 growth, OD615, 48 h; inhibition, % at 10 µM; 140,000 compounds, 0.51% hits;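 active = inhibition above a set limit, 3 SD over the mean compound inhibition, cut at about 44% in these data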; also: inactives centre near -24
#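 Detection: OD615 turbidity measurement; Material: Saccharomyces cerevisiae DeaD strain BB579, replicative lifespan model yeast; Timing: 48 h exposure, 30 °C; Doses: single 10 µM dose; Medium: CSMM-D restrictive synthetic medium containing dextrose (glucose); Controls: amphotericin B at 10 µg/mL as positive control.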
# GALR2 antag – GALR2 (human) receptor antagonism; O43603; GALR2-expressing cells, antagonist mode; inhibition, % at 4 µM; 140,000 compounds, 0.39% hits; in the data active = inhibition above about 27%;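 also: cells stimulated with galanin 1-16 at roughly its EC80; 0% = agonist challenge control and 100% = basal control without agonist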
# Target sequence (O43603 whole entry, looked up): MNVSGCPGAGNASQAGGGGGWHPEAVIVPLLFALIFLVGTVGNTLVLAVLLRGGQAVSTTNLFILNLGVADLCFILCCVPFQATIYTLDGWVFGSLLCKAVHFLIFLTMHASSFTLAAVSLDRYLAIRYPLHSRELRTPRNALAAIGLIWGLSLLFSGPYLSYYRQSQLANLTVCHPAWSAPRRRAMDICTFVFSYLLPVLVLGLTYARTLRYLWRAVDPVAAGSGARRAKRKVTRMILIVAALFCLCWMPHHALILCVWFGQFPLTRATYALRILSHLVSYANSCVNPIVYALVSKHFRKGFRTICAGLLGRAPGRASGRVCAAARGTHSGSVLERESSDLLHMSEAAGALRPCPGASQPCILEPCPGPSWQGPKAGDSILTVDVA
# E-sel TNF inh – TNF alpha driven E-selectin expression inhibition | HUVEC TNFa-induced E-selectin immunofluorescence, high content | inhibition, % at 2 µM | 120,000 compounds, 0.71% hits | AID 1246;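 active = inhibition above the batch mean plus 3 SD, and confirmed as a hit on visual image review, cut at about 43% in these data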;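 also: 0% = TNF-stimulated DMSO wells and 100% = unstimulated control wells; not every result past the cut was called active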
# Active calls of the source: *; · = no result given. Compounds as they come; any-hit rate near 6.1%.
compound,NPY Y2 blocker,Measles CPE,MRP1 act,HCT116 PTEN-null,Yeast lifespan up,bCat KO growth,Phagocytosis inh,Yeast growth inh,GALR2 antag,E-sel TNF inh
O=c1c2ccccc2nc(COc2ccccc2)n1/N=C/c1ccco1,2,6,-0.8,72,-10,82,0,-32,4,·
O=C(COC(=O)[C@@H]1CC(O)CN1S(=O)(=O)c1ccc([N+](=O)[O-])cc1)NC12CC3CC(CC(C3)C1)C2 (stereo not given in full),0,4,0.3,95,-3,79,-8,1,-1,0
COc1ccc(NC(=O)Nc2cc3oc4ccccc4c3cc2OC)cc1,-4,21,-0.8,42,-16,52,0,-4,-8,9
CC(=O)N1CCC2(CC1)C(C#N)=C(N)OC1=C2C(=O)CC(C)(C)C1,1,19,-1.4,98,-11,88,·,-42,4,0
O=C(Oc1ccc2ccc(=O)oc2c1)c1cccs1,1,4,-0.3,92,-7,91,4,-6,-7,6
O=C(C1CC1c1ccccc1)N1CCOCC1 (stereo not given),-1,3,-0.6,101,-4,88,0,15,-5,18
COc1ccccc1CNC(=O)c1ccc(NS(=O)(=O)c2c(C)noc2C)cc1,-1,9,-0.6,89,-18,99,0,-6,15,5
CCOc1ccc(CC(=O)OCN2C(=O)c3ccccc3C2=O)cc1,0,47,-3.4,86,-5,84,·,-60,2,-22
COc1cc2[nH]c(=O)n(CCCCCC(=O)NCCCN3CCCC3=O)c(=O)c2cc1OC,2,6,-1.6,91,-16,96,0,-31,-1,-15
COc1cccc(-c2noc(C(C)n3nc(C)c([N+](=O)[O-])c3C)n2)c1 (stereo not given),6,12,-1.6,87,21,89,1,-18,-4,-29
Cc1ccc(OC(=O)c2cccc(C(=O)Oc3ccc(C)cc3)n2)cc1,-1,5,-0.2,56,-11,59,·,6,-4,-4
CC(Sc1nc(-c2ccccc2)nc2c1COC(C)(C)C2)C(=O)N1CCOCC1 (stereo not given),2,12,-3.9,87,-3,88,-1,-14,-1,17
CCOC(=O)CSc1nc2ccccc2n2cnnc12,2,10,-0.8,120,-2,102,-5,-8,-1,3
O=C(COc1ccccc1)N1CCN(S(=O)(=O)c2cccs2)CC1,2,4,0.2,83,-1,88,-3,-43,7,-51
CCC(=O)c1ccc(N2CCN(C(=O)Cc3ccccc3)CC2)c(F)c1,2,21,-2.2,84,-8,77,0,-31,-3,·

# (list continues)
compound,NPY Y2 blocker,Measles CPE,MRP1 act,HCT116 PTEN-null,Yeast lifespan up,bCat KO growth,Phagocytosis inh,Yeast growth inh,GALR2 antag,E-sel TNF inh
CCc1ccc(-c2nc(NC(=O)c3ccc(OCC(=O)Nc4ccc(F)cc4)c(OC)c3)sc2C)cc1,0,5,3.3,95,3,85,-7,-30,2,-8
CCC(C)NCc1ccc(C(=O)OC)o1 (stereo not given),-1,12,-2.6,98,-22,98,·,-1,3,21
Cc1ccc(CNC(=O)C(Cc2ccccc2)NS(=O)(=O)c2ccc(Br)s2)cc1 (stereo not given),-1,9,-0.6,71,9,77,-2,-37,-6,-3
Cc1sc2ncnc(SCC(=O)N3c4ccccc4Sc4ccc(Cl)cc43)c2c1C,2,4,3.8,86,-2,75,·,-33,-13,-8
O=C(Cn1cc(SCc2cccc(Cl)c2)c2ccccc21)N1CCOCC1,2,2,-2.7,76,-7,78,-11,16,2,·
O=S(=O)(c1cccc(-c2cn3cccnc3n2)c1)N1CCOCC1,0,11,-3.1,96,-7,83,0,-25,-3,-41
O=[N+]([O-])c1ccc(NCCCN2CCOCC2)c(Cl)c1,3,3,-4.0,73,10,76,-6,-22,-2,-46
Cc1cc(C(=O)NCCCN2CCCC2=O)cs1,1,9,-1.9,98,-4,98,-1,-27,14,-38
CCSc1cnc(-c2ccccc2)n1CC,3,4,3.7,96,-4,105,-2,-15,1,·
Cc1cccc(N(CC(=O)NC2CCCCC2)C(=O)c2ccc(C)s2)c1,5,0,-3.4,84,-31,80,-3,-13,-3,-4
O=C(CN1CCCCC1)Nc1ccc(NC(=O)c2ccccc2Cl)cc1Cl,12,10,-0.1,92,1,86,·,-37,5,6
O=C(Cn1nc(-c2ccc(Cl)cc2)ccc1=O)NCC1CCCO1 (stereo not given),3,9,-2.5,86,-7,88,-1,41,-4,13
Cc1ccc(-n2c(SCC(=O)N3CCCC3)nc3c(c2=O)SCC3)cc1,3,14,-0.5,94,-8,102,-2,-44,6,-35
O=C(Nc1ccc2c(c1)OCO2)C1CCN(Cc2cnn(-c3ccccc3)c2-n2cccc2)CC1,2,5,-1.9,61,-8,45,-1,-42,5,-47
CN(CC(=O)NC1CCCc2ccccc21)S(=O)(=O)c1cccs1 (stereo not given),3,8,-2.7,85,6,94,-10,-63,4,-9

# Further results follow:
compound,NPY Y2 blocker,Measles CPE,MRP1 act,HCT116 PTEN-null,Yeast lifespan up,bCat KO growth,Phagocytosis inh,Yeast growth inh,GALR2 antag,E-sel TNF inh
CCN(Cc1ccccc1)S(=O)(=O)c1ccc(C(=O)Nc2nnc(C3CC3)o2)cc1,·,4,-3.8,14,3,18,0,-9,·,·
CC1=CCC2C(=O)N(C(C)c3ccccc3)C(=O)C2C1 (stereo not given),1,11,-2.0,87,22,84,1,-16,-3,30
CCOc1ccc(NC(=O)c2ccccc2NS(C)(=O)=O)cc1,2,9,-0.2,88,-11,99,5,-7,-2,-7
CN1/C(=C\C(=O)COC(=O)CN2C(=O)C3CC=CCC3C2=O)C(C)(C)c2ccccc21 (stereo not given),1,4,-1.2,57,-16,62,-1,-49,0,19
CCc1ccc(NC(=O)CNS(=O)(=O)c2c(C)noc2C)cc1,0,4,0.6,95,-4,88,-1,-18,10,21
Cn1nnnc1SCCNCc1ccccc1OCc1ccccc1,6,27,-2.2,83,4,87,-4,-38,13,·
CC(C)CCNC(=O)C1CC(c2cccc([N+](=O)[O-])c2)=NO1 (stereo not given),0,8,0.1,99,-28,89,0,-15,8,-30
CCOC(=O)c1nn(-c2ccc(F)cc2)c2nc(Nc3ccccc3)cc(=O)n12,5,4,1.1,94,5,94,-2,-33,-16,·
O=C(CCCSc1nc2ccccc2[nH]1)N1CCN(c2ccc([N+](=O)[O-])cc2)CC1,2,4,-0.9,39,-13,53,0,-57,2,-19
CCN(CC(=O)NC1CCS(=O)(=O)C1)c1ccc(S(C)(=O)=O)cc1[N+](=O)[O-] (stereo not given),0,5,-1.0,98,-10,106,-4,-13,2,-33
O=C(Cc1ccccc1)N1CCCC(c2nc(-c3ccc(S(=O)(=O)N4CCCC4)cc3)no2)C1 (stereo not given),1,5,-0.2,60,-11,61,-1,-4,-4,3
CC(C)(C#N)N([O-])C=C[N+](=O)C(C)(C)C#N,0,7,-0.1,85,-9,79,0,-25,6,·
Cc1ccc(C(=O)CSc2nc(C)cc(SCc3nnc(-c4ccccc4)o3)n2)cc1,-1,1,-1.7,92,-8,83,-2,-70,-2,·
CCC(C)(C)NC(=O)Cc1ccc(C)cc1,6,17,-1.9,105,2,92,1,7,-25,-9
COc1ccc(P(=O)(COc2ccc([N+](=O)[O-])cc2)c2ccc(OC)cc2)cc1,5,8,-3.7,80,5,83,-3,-42,11,·

# Other records follow:
compound,NPY Y2 blocker,Measles CPE,MRP1 act,HCT116 PTEN-null,Yeast lifespan up,bCat KO growth,Phagocytosis inh,Yeast growth inh,GALR2 antag,E-sel TNF inh
Nc1cccc(S(=O)(=O)NC2=NCCC2)c1,1,5,-1.1,106,-6,101,0,-4,-8,3
COC(=O)c1c(NC(=O)CN2CCC(C)CC2)c2c(C)cccc2n1C,-3,16,-0.6,99,0,88,0,-38,-2,-10
Cc1ccc(NC(=S)NC(NC(=O)C(C)(C)C)C(Cl)(Cl)Cl)c(C)c1 (stereo not given),0,5,-0.8,74,-16,83,·,14,-1,-12
O=C(O)c1ccc(COc2ccccc2C=C2C(=O)c3ccccc3C2=O)cc1,3,3,-2.5,98,23,93,-5,-38,11,·
Cc1occc1C(=O)NCc1cccc(CNC(=O)c2ccoc2C)c1,2,23,-0.6,115,-9,94,3,-41,-16,-7
Cn1c(C(=O)OCC(=O)NCCc2ccccc2)cc2sccc21,5,25,-1.2,98,-10,102,0,-24,-7,-3
Nc1ncnc2nc(Sc3ccc(Cl)cc3)[nH]c12,9,4,-1.6,97,-6,97,4,-18,8,2
COc1ccc(C(=O)N(CCCO)Cc2cc3c(C)ccc(C)c3[nH]c2=O)cc1OC,3,5,-1.6,94,-2,93,-1,-36,0,6
COc1ccc(OC)c(CCNC(=O)C2CCN(c3nnc(-n4cccc4)s3)CC2)c1,6,2,-2.0,79,0,79,-1,15,-8,8
CCCCCCC(=O)N/N=C(\C)Cc1ccccc1,3,5,-0.7,104,3,101,-12,-18,-20,4
COc1ccccc1-n1cnnc1SCC(=O)N1CC(=O)Nc2ccccc21,1,1,-1.7,85,-5,90,0,29,-1,-3
Cc1cc2ccccc2n1CCNC(=O)c1ccc(S(=O)(=O)N2CCCCC2)cc1,-1,8,-3.2,68,-10,69,2,11,-3,18
COc1ccc(/C=C2/C(=O)N(CC3CCCO3)C(=S)N2C)c(OC)c1 (stereo not given),-2,5,-2.5,84,-3,90,-1,-12,20,-64
CCOC(=O)CSc1nc(N)c(C#N)c(-c2cccs2)c1C#N,3,9,3.3,107,-11,101,·,-24,4,·
CCOC(=O)C(Cc1cc(C(C)=O)ccc1OCC)C(=O)OCC,6,2,-3.3,93,-3,86,0,-17,-3,-17

# Further entries follow:
compound,NPY Y2 blocker,Measles CPE,MRP1 act,HCT116 PTEN-null,Yeast lifespan up,bCat KO growth,Phagocytosis inh,Yeast growth inh,GALR2 antag,E-sel TNF inh
O=c1c2ccccc2nc(-c2cccc(Cl)c2)n1O,0,19,-1.4,73,65,64,0,-9,2,19
CCOC(=O)C1CCN(C(=O)/C=C/c2ccc(OC)cc2)CC1,1,33,-0.2,106,-15,102,0,-53,0,-4
CC1CC(C)(C)CC2(C1)NC(=O)N(CC(=O)NC1CCCc3ccccc31)C2=O (stereo not given),4,2,-2.5,82,2,89,-3,-24,4,-3
COC(=O)/C(=N/Nc1ccccc1Cl)Sc1nnc(C(O)c2ccccc2)n1-c1ccccc1 (stereo not given),6,4,-1.0,93,-3,86,-1,-30,5,·
CCc1nnc(NC(=O)c2sc3nc4cc(C)ccc4cc3c2N)s1,3,29,-2.2,77,2,73,-1,-49,-7,-9
CCC1(C)Cc2c(sc3c2c(=O)n(C)c2nnc(SCc4ccc5c(c4)OCO5)n32)CO1 (stereo not given),4,7,-1.7,102,-6,89,-1,-83,-7,·
Nc1c(-c2ccc(F)cc2)cnn1C1CCS(=O)(=O)C1 (stereo not given),-2,8,-1.4,91,-6,95,1,-38,-6,·
CCNc1nc(C)cc(COC)c1C#N,5,7,-2.5,118,-26,100,1,-19,6,·
CCOC(=O)c1sc(NC(=O)CSc2nnc(Cc3ccccc3)o2)c(C#N)c1C,1,3,-1.9,105,-4,102,3,18,6,10
Nc1nnc(SCCCC(=O)c2ccc(F)cc2)s1,0,·,0.1,82,-4,90,-8,-7,-3,·

# Assay outcomes from PubChem BioAssay.
